CHO-K1 Ca antag: M1 antagonist counterscreen hit in parental CHO-K1 cells | AID 602250 | ATP-induced calcium, Fluo-8 fluorescence | inhibition, % at 3 µM | 360,000 compounds, 0.6% hits;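 active = inhibition above a per-plate cutoff, the plate's mean sample inhibition plus 3 SD, cut at about 24% in these data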;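 note: 0% = DMSO plus EC80 ATP and 100% = DMSO alone without ATP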
M4 PAM: positive allosteric modulators of human muscarinic M4 receptor. 360,000 compounds, 0.4% hits. CHO-K1 hM4/Gqi5, Fluo-8 calcium fluorescence, ACh EC20; 0% = ACh EC20, 100% = maximal ACh. activation, % at 3 µM;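 active = activation above its plate's cutoff, the mean activation of sample wells plus 3 SD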; note: some results filed as inactive read as strong as hits
Target sequence (P08173 whole entry, looked up): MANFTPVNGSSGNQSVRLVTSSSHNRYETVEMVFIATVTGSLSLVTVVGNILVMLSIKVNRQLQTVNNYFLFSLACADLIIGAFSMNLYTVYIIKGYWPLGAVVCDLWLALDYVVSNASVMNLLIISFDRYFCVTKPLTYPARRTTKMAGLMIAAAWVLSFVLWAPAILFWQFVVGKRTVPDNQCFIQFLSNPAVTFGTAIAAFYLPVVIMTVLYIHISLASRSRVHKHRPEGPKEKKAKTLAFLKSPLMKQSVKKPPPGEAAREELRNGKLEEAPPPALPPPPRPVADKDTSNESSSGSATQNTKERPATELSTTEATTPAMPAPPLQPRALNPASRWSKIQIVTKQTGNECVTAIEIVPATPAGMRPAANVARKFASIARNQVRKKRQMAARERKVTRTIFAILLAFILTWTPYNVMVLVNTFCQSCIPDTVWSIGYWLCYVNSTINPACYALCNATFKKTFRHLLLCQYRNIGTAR
CHRM5 antagonist: antagonists of human muscarinic M5 receptor (CHRM5). CHO-hM5 cells, Fluo-8 calcium fluorescence, ACh EC80. inhibition, % at 3 µM. AID 624040. P08912. 360,000 compounds, 0.59% hits;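 active = inhibition above a per-plate cutoff, the mean of that plate's test compounds plus 3 SD, cut at about 27% in these data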;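 note: 0% = acetylcholine EC80 with DMSO and 100% = DMSO without agonist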
Target sequence (P08912 whole entry, looked up): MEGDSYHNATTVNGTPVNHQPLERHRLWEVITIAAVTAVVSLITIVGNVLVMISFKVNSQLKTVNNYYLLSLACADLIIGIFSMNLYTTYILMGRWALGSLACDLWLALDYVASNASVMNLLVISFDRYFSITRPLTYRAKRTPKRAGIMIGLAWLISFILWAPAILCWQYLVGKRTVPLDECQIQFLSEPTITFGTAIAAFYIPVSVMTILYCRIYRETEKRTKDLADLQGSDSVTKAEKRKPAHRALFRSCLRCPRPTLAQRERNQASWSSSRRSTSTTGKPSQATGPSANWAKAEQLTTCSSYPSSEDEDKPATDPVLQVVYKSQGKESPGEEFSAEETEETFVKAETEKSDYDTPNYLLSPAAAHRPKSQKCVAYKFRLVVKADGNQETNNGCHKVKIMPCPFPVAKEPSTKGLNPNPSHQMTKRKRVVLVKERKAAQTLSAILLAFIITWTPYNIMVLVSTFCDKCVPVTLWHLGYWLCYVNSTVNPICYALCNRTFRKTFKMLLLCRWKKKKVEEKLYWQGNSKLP
CHO-K1 Ca PAM: nonselective activator or artifact in parental CHO-K1 calcium assay; 360,000 compounds, 0.02% hits; activation, % at 3 µM; ATP EC20, Fluo-8 calcium fluorescence; 0% at ATP EC20, 100% at ATP max;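 active = activation above the run cutoff, the mean activation of all test compounds plus 3 SD, cut at about 40% in these data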;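 note: peak over basal fluorescence ratio in a 140 s read after ATP addition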
M5 ag: CHRM5 agonism in calcium assay. P08912. CHO-K1 hM5 cells, Fluo-8 calcium fluorescence; 0% DMSO wells, 100% maximal acetylcholine response. activation, % at 3 µM. 360,000 compounds, 0.19% hits. AID 624037;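 active = activation above the run's mean over test compounds plus 3 SD, cut at about 23% in these data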;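 note: signal is peak over basal fluorescence ratio across the kinetic read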
M4 antag: antagonists of human muscarinic M4 receptor (CHRM4); CHO-hM4 cells, ACh EC80, Fluo-8 calcium fluorescence; 360,000 compounds, 0.73% hits; inhibition, % at 3 µM; AID 624125; P08173;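 active = inhibition above its plate's cutoff, the mean inhibition of sample wells plus 3 SD, cut at about 27% in these data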;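 note: 0% = acetylcholine EC80 with DMSO and 100% = DMSO without agonist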
CHRM5 PAM: positive allosteric modulators of human muscarinic M5 receptor. P08912. CHO-K1 hM5, Fluo-8 calcium, ACh EC20 PAM; 0% = ACh EC20, 100% = ACh EC100. activation, % at 3 µM. 360,000 compounds, 0.3% hits. AID 624038;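 active = activation above the run cutoff, the mean activation of all test compounds plus 3 SD, cut at about 18% in these data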
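Probe or stimulus: acetylcholine, EC20 level; Assay system: human M5 receptor in CHO-K1 cells; Schedule: compound preincubation 140 s before EC20 acetylcholine addition; Technique: intracellular calcium via Fluo-8 fluorescence; Dosing: single-point, 3 µM nominal; Read-out basis: percent activation from peak-over-basal fluorescence ratio, scaled EC20-to-EC100 acetylcholine; Repeats: one well per compound, no replicates.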
M1 ag parental: nonselective activator or artifact in parental CHO-K1 cells; Fluo-8 calcium fluorescence; scaled to maximal ATP response, vehicle zero; activation, % at 3 µM; 360,000 compounds, 0.48% hits; AID 602248; in the data active = activation above about 15%;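 note: untransfected CHO-K1 host cells lacking M1 receptor as counterscreen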
CHRM4 agonist: agonists of human muscarinic M4 receptor (CHRM4); P08173; CHO-K1 hM4/Gqi5, Fluo-8 calcium fluorescence; vehicle 0%, full acetylcholine response 100%; activation, % at 3 µM; 360,000 compounds, 0.14% hits; AID 624127;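 active = activation above the run mean over all test wells plus 3 SD, cut at about 32% in these data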;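 note: peak over basal fluorescence ratio per well then scaled between controls; 0% = DMSO wells and 100% = acetylcholine at EC100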
Active calls of the source: *.

SMILES	CHO-K1 Ca antag	M4 PAM	CHRM5 antagonist	CHO-K1 Ca PAM	M5 ag	M4 antag	CHRM5 PAM	M1 ag parental	CHRM4 agonist
CC(C)c1cccc(O)c(=O)c1	4	12	6	-13	1	-18	0	0.1	2
COC(=O)c1cccc(NC(=S)NCCC2=CCCCC2)c1	17	-9	10	13	0	5	-12	3.9	8
Cc1cc2nc(SCCN3CCOCC3)[nH]c2cc1C	-10	3	-2	-2	1	4	1	0.3	1
COC(=O)C1(C)NC(c2ccccc2F)C2C(=O)N(c3ccccc3)C(=O)C21 (configuration not stated)	-7	1	1	24	4	-8	2	0.6	0
Cc1ccc(S(=O)(=O)N2CCOCC2)cc1C(=O)NNC(=O)c1ccoc1C	-22	24	-10	20	-2	2	5	0.3	1
COc1ccccc1NS(=O)(=O)c1cccc(NC(=O)c2[nH]c(C)c(C(C)=O)c2C)c1	1	-15	10	-2	2	2	-25	10	11
CN(CC(=O)N1CCN(Cc2ccccc2)CC1)S(=O)(=O)c1ccc(Br)cc1	-8	-4	-2	7	-2	-12	-7	11	11
CCOC(=O)CSc1c(-c2ccccc2)c2cc(Cl)ccc2[nH]c1=O	-5	6	-8	1	-4	5	4	1.6	-1
Nn1c(COc2ccccc2F)nnc1SCC(=O)NCC1CCCO1 (configuration not stated)	-5	4	4	14	1	-4	3	-0.4	1
CCCN(CC(=O)Nc1ccccc1C)C(=O)Cc1coc2cc(C)ccc12	-12	13	4	13	-3	-7	-1	0.0	2
CC1CC2=C(CC1/C=N/NC(N)=S)C(C)(C)CCC2 (configuration not stated)	7	11	19	-9	-4	-2	0	0.1	-2
Cc1ccc(OCC(=O)OC2CCS(=O)(=O)C2)cc1 (configuration not stated)	4	1	-14	-7	4	2	10	-0.6	1
COc1ccc(NC(=O)c2cccc3c2C(=O)c2ccc(-c4ccc(F)cc4OCc4ccccc4)cc2S3(=O)=O)cc1	-16	-3	3	27	9	1	-1	0.5	1
CC(C)=CCN1CCN(CCC2=C(C)CCCC2(C)C)CC1CCO (configuration not stated)	6	-9	8	14	-6	8	2	1.4	4
CCOc1ccc(S(=O)(=O)N2CCC(C(=O)NC3CCCCC3)CC2)cc1	-2	-1	-9	5	1	-9	3	0.0	1

Some of these compounds in order of the M4 antag value, lowest first:
canonical_smiles | M4 antag
COC(=O)C1(C)NC(c2ccccc2F)C2C(=O)N(c3ccccc3)C(=O)C21 (configuration not stated) | -8
COc1ccc(NC(=O)c2cccc3c2C(=O)c2ccc(-c4ccc(F)cc4OCc4ccccc4)cc2S3(=O)=O)cc1 | 1
Cc1ccc(S(=O)(=O)N2CCOCC2)cc1C(=O)NNC(=O)c1ccoc1C | 2

As entered above.
`COc1ccc(NC(=O)c2cccc3c2C(=O)c2ccc(-c4ccc(F)cc4OCc4ccccc4)cc2S3(=O)=O)cc1` in CHRM4 agonist = 1
`CCCN(CC(=O)Nc1ccccc1C)C(=O)Cc1coc2cc(C)ccc12` in CHO-K1 Ca PAM = 13
`Cc1cc2nc(SCCN3CCOCC3)[nH]c2cc1C` in M4 antag = 4
`CC1CC2=C(CC1/C=N/NC(N)=S)C(C)(C)CCC2` (configuration not stated) in CHRM4 agonist = -2
`Nn1c(COc2ccccc2F)nnc1SCC(=O)NCC1CCCO1` (configuration not stated) in CHO-K1 Ca antag = -5
`CCOC(=O)CSc1c(-c2ccccc2)c2cc(Cl)ccc2[nH]c1=O` in CHO-K1 Ca PAM = 1
`CC(C)=CCN1CCN(CCC2=C(C)CCCC2(C)C)CC1CCO` (configuration not stated) in M4 antag = 8

Continued:
SMILES	CHO-K1 Ca antag	M4 PAM	CHRM5 antagonist	CHO-K1 Ca PAM	M5 ag	M4 antag	CHRM5 PAM	M1 ag parental	CHRM4 agonist
Cc1ccccc1Cn1c(Cc2ccccc2)nc2ccccc21	-4	-15	1	14	-7	4	-8	-0.1	-3
Cc1cc([N+](=O)[O-])nn1CC(=O)N1CCN(Cc2ccccc2)CC1	-5	5	7	-9	-2	10	7	0.5	0
CCNS(=O)(=O)c1ccc(CCC(=O)N2CCOCC2)cc1	-2	3	9	3	-1	0	0	0.9	-1
Cc1occc1C(=O)Nc1c(F)cc(F)cc1Br	-5	15	5	16	-6	-8	6	0.9	0
COC(=O)c1ccc(Cn2ccc(=O)[nH]c2=O)cc1	-8	2	7	-3	-2	9	4	0.2	-1
O=C1CCCCCN1CSc1nc2ccccc2s1	0	-5	-2	1	-2	6	3	0.1	1
Cc1ccc(NC(=O)c2ncn(CC(=O)NCC(C)c3ccccc3)n2)cc1C (configuration not stated)	-8	5	-5	18	1	-7	3	0.5	3
CC(=O)NCC(=O)OCC(=O)c1ccc(C)c(C)c1	-23	5	-3	23	0	-9	0	0.8	0
COc1ccc(CN(C)CC(=O)Nc2cccc(S(=O)(=O)N(C)c3ccccc3)c2)c(OC)c1	-28	-6	0	11	-1	-2	-9	5.9	12
O=C(C1CCCN(S(=O)(=O)c2ccccc2[N+](=O)[O-])C1)N1CCCC1 (configuration not stated)	-9	-4	1	15	-2	6	-1	0.7	2
O=C(Cn1cnc2c(nnn2Cc2ccccc2)c1=O)c1ccc(Cl)cc1	-1	0	2	13	2	-20	-5	1.2	1
O=C(COc1cccnc1[N+](=O)[O-])Nc1ccc(F)cc1	-9	7	6	15	-1	-9	-3	0.2	1
C=CCc1ccccc1OCC(O)CN1CCOCC1 (configuration not stated)	-3	5	-2	-21	1	-10	11	0.3	1
COc1ccccc1CC(=O)Nc1ccc2c(C)cc(=O)oc2c1	4	-8	9	-6	-1	8	-4	0.4	1
Cc1c(C(=O)OCC(=O)NC2CC2)oc2ccc(Br)cc12	0	-3	-5	0	0	5	10	0.8	2

Compound profiles (already shown). Order of values: CHO-K1 Ca antag	M4 PAM	CHRM5 antagonist	CHO-K1 Ca PAM	M5 ag	M4 antag	CHRM5 PAM	M1 ag parental	CHRM4 agonist
CCNS(=O)(=O)c1ccc(CCC(=O)N2CCOCC2)cc1 is listed with -2	3	9	3	-1	0	0	0.9	-1
O=C(Cn1cnc2c(nnn2Cc2ccccc2)c1=O)c1ccc(Cl)cc1 is listed with -1	0	2	13	2	-20	-5	1.2	1
O=C(COc1cccnc1[N+](=O)[O-])Nc1ccc(F)cc1 is listed with -9	7	6	15	-1	-9	-3	0.2	1
Cc1cc([N+](=O)[O-])nn1CC(=O)N1CCN(Cc2ccccc2)CC1 is listed with -5	5	7	-9	-2	10	7	0.5	0

Following part.
SMILES	CHO-K1 Ca antag	M4 PAM	CHRM5 antagonist	CHO-K1 Ca PAM	M5 ag	M4 antag	CHRM5 PAM	M1 ag parental	CHRM4 agonist
CCCCN1c2ccccc2N(CCCO)c2cc(C)nnc21	-8	-7	10	3	-1	9	-8	0.8	2
CC(=O)OCCCn1c(C)[n+](C)c2cc(Cl)c(Cl)cc21	4	1	12	-15	0	1	9	-0.1	0
O=C(O)c1cc(Cl)ccc1NC(=O)C1CCCO1 (configuration not stated)	-18	0	3	2	1	5	1	0.1	2
O=C(NC1CCCCC1)C1CCN(S(=O)(=O)N2CCOCC2)CC1	-11	3	-2	21	1	7	3	1.9	1
CCc1nc2c(OCc3ccc(C(=O)N(C)C)cc3)cccn2c1N(C)C(=O)c1ccc(C)cc1	-7	-2	-1	8	-1	-2	-1	0.1	1
O=C(CSc1nc(C2CC2)nc2ccccc12)Nc1ccccc1Cl	-10	-7	16	13	-4	11	-1	1.0	0
CCn1cc(C(=O)NCc2ccc(Cl)cc2)c(=O)c2cc(S(=O)(=O)N3CCOCC3)ccc21	-1	-5	1	9	1	8	-4	0.2	1
O=C(CNC(=S)N(Cc1ccccc1)Cc1ccccc1F)NCc1ccc(Cl)cc1	-10	0	8	23	-6	-6	-2	2.6	1
Cc1cccc(NC(=O)COc2coc(CN3CCN(c4ccccc4)CC3)cc2=O)c1C	10	-1	8	-20	3	-8	-4	2.3	5
C=CCNC(=S)NNC(=O)CCC(O)CCCCC (configuration not stated)	-1	-12	11	10	1	7	-11	3.3	10
Cc1cccc(-n2cc(CNCCc3nc(C)cc(C)n3)c(-c3cccc(F)c3)n2)c1	-1	2	-7	3	0	0	10	1.1	11
COc1ccc(C(=O)N/C(=C/c2cccnc2)C(=O)N2CCCCCC2)cc1OC	10	14	13	-10	-3	-4	5	1.4	6
COc1cccc(/C=C/C(=O)OCC(=O)NCc2ccc(Cl)cc2)c1	3	-2	2	7	-1	-9	-4	1.1	4
Cc1cccc(N2CCN(CC(=O)NCc3ccc(Cl)cc3)CC2)c1C	-3	-3	7	9	-5	4	3	1.9	4
O=C(Nc1ccccn1)c1ccc2c(=O)n3c(nc2c1)CCCCC3	-16	10	-4	15	4	-1	7	1.4	4
Cc1cc(C)cc(NC(=O)Nc2cc(S(=O)(=O)N(C)C)ccc2C)c1	3	-9	2	-8	-1	3	-8	5.1	4
Cc1ccc(NC(=O)c2ccco2)nc1	1	9	0	4	-3	-14	-1	1.2	2
OC(COc1ccccc1Br)CN1CCNCC1 (configuration not stated)	8	0	-3	-9	-1	-13	2	-0.8	2
CSCCC(NC(=O)c1ccco1)C(=O)Nc1cc(C)ccn1 (configuration not stated)	-4	-1	-2	-1	3	3	-2	-0.3	0
O=C(NC1(C(F)(F)F)C(=O)Nc2c1c(=O)[nH]c(=O)n2-c1ccccc1)c1cccnc1 (configuration not stated)	8	5	10	-7	1	-3	4	0.7	0
COC(=O)[C@@]12CCCCN1[C@H](c1ccc(-c3ccc(OC)cc3)cc1)[C@@H]1C(=O)N(C)C(=O)[C@@H]12	-15	2	8	5	1	7	-3	0.1	2
COc1ccc(C(=O)C2CCCN(C(=O)CCc3scnc3C)C2)c(C)c1 (configuration not stated)	3	-6	2	12	0	-1	-9	18*	5
COc1ccc(/C=C/C(=O)Nc2cc(C)nn2-c2nc3ccccc3n2Cc2cccc([N+](=O)[O-])c2)cc1	-8	2	0	6	0	2	-2	-0.3	1
COc1ccc(NC(=O)CN2C(=O)C3CC=CCC3C2=O)cc1Cl (configuration not stated)	-5	1	0	12	0	-6	-2	0.3	2
Cc1c2c(nc3c(C(=O)NC4CCCC4)cnn13)CCCC2	-9	16	-8	-3	-1	8	14	-0.3	-2
Cc1ccc(S(=O)(=O)NCC(C)n2nc(C)cc2C)cc1 (configuration not stated)	7	-3	-2	-3	-1	-2	-2	0.1	0
O=C(Nc1ccccc1)c1ccc[nH]1	-10	-3	2	21	1	1	0	0.7	0
O=C(COc1ccccc1)Nc1nnc(C23CC4CC(CC(C4)C2)C3)s1	-9	6	0	24	1	-18	-1	2.0	1
CCOc1ccc(OCC)c(NC(=O)c2nnn(CC(=O)Nc3cc(C)cc(C)c3)c2N)c1	-7	1	1	19	-5	2	-2	0.1	0

Bioassay records (PubChem)
